High-throughput results: PubChem BioAssay, ICCB-Longwood Screening Facility, Harvard Medical School
Polio RdRp inh = poliovirus RNA polymerase inhibition | P03300 | poliovirus polymerase elongation, fluorescence polarization; stronger effect = lower value | % elongation, % (compound at 16.7 µg/mL) | 150,000 tested, 0.66% active | AID 588519; in the data active = % elongation below about 90%; also: some results filed as inactive read as strong as hits
Target sequence (P03300 1749-2209 limits assumed): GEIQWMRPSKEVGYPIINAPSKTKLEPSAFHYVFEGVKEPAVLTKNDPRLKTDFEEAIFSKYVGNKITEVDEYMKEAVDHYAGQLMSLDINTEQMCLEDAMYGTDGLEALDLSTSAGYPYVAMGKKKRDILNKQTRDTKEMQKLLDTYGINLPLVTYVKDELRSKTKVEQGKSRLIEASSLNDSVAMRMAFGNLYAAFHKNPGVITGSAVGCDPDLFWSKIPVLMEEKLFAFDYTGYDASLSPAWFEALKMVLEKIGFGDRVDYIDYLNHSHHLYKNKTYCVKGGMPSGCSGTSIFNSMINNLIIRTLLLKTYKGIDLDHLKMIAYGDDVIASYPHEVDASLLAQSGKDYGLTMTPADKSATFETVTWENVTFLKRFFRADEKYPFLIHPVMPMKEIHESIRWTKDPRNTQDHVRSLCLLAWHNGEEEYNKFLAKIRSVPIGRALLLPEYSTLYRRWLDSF
Polio RdRp inh FP z-score = second read-out of Polio RdRp inh, no call of its own (marks repeat the call); z-score; measured here: FP z-score; hits read low
* marks the source's active call; other numbers are inactive results; & = joins results of further samples. This is a subset. The share of hits here may be higher or lower than overall.

structure	Polio RdRp inh	Polio RdRp inh FP z-score
COc1ccc(C(=O)N2CCC3(CC2)OCCO3)cc1	104	0.8
COc1ccc(-c2cc(-c3ccc4c(c3)NC(=O)CO4)nc3c2COc2ccc(C)cc2-3)cc1	110	1.6
COc1ccc(-c2cc(C(C)=O)c(C)n2CCC(=O)Nc2cccc(C)c2C)cc1	106	0.2
Cc1ccc(CSc2nc3ccncc3n2Cc2ccc(C(=O)O)cc2)cc1	102	0.2
Cc1ccc2c(c1)C(Cc1ccccc1F)C(=O)N2 (configuration not stated)	103	-0.9
C/C(=N\O)c1ccc2c(c1)OCCOCCOCCO2	102	-0.1
COc1ccc(C(c2nnnn2C2CCCCC2)N2CCC(C)CC2)cc1OC (configuration not stated)	100	-0.4
C=CCn1c(C)cc(C(=O)CSc2nnc(-c3ccccc3F)n2C)c1C	103	0.1
CCN(CC(O)c1cccc(O)c1)C(=S)Nc1ccc(S(=O)(=O)N2CCOCC2)cc1 (configuration not stated)	100	-0.1
CCC(=O)N/N=c1/sc2ccccc2n1C	104	0.5
CC(Sc1nnc(C(C)NC(=O)c2ccccc2)n1C)C(=O)Nc1ccc2c(c1)OCO2 (configuration not stated)	104	0.7
O=C(C1CC(=O)N(c2ccc(OCc3ccccc3Cl)cc2)C1)N1CCOCC1 (configuration not stated)	97	-0.5
O=C(COC(=O)c1ccccc1C(=O)c1ccccc1)NCc1ccccc1	99	-1.2
CCc1ccc(NC(=O)C2CCCN2S(=O)(=O)c2ccc3c(c2)CCCC(=O)N3)cc1 (configuration not stated)	110	0.7
CN1c2ccccc2C2=C(C(c3cccnc3)C(C#N)=C(N)O2)S1(=O)=O (configuration not stated)	101	-0.6
O=C1c2cccc3c(N4CCOCC4)ccc(c23)C(=O)N1c1ccccc1	95	-1.9
CCOc1ccc(CCNC(=O)c2cccc(-n3c(C)nc4cccnc43)c2)cc1	103	-0.8
O=C1c2ccccc2C(=O)N1CC(O)CN1CCN(c2ccccc2Cl)CC1 (configuration not stated)	103	0
NC(=O)CN(Cc1ccccc1F)S(=O)(=O)c1ccc(Cl)cc1	109	0.8
CC12CNCC(C)(CN(C(=O)CCC(=O)O)C1)C2=O	102	0.6
O=C(Nn1ncc2ccccc21)c1ccccc1	102	0.1
COc1ccc(CCNC(=O)c2ccc3c(c2)N=C(C)c2ccccc2S3)cc1OC	114	0.6
CC(C)c1ccc(OCc2cc(=O)n3c(-c4ccccc4)csc3n2)cc1	118	2.6
Nc1c(C(=O)c2ccccc2O)cnn1C(=S)NC1CCCCC1	100	-0.2
COC(=O)C(CC(C)C)NC(=O)c1ccco1 (configuration not stated)	105	0.2

Remaining list, next part
structure	Polio RdRp inh	Polio RdRp inh FP z-score
NC(=O)c1cnc2n(c1=O)CCS2	105	0.3
CCc1ccc2c(CN3CCc4ccccc43)cc(=O)oc2c1	104	0
CCCCn1c(SCc2nc(-c3ccccc3Cl)no2)nc2ccccc2c1=O	103	0
COc1ccc(CCNC(=O)CCn2c(=O)c3cccn3c3cccnc32)c(OC)c1	102	0.2
CCc1ccccc1-n1nnc(-c2nc(-c3ccccc3F)no2)c1C	102	-0.3
CC(=O)Nc1ccc(NC(=O)CN(C)S(=O)(=O)c2ccc(F)cc2)cc1	103	-0.1
O=C(NCCCN1CCCC1=O)c1sc2ccccc2c1Cl	103	0.6
CC1=C(C(N)=O)C(c2ccccc2)n2ncnc2N1 (configuration not stated)	101	-0.1
COc1ccccc1CN1CCNC(=O)C1=O	105	-0.3
CC(=O)N(O)CCCCCNC(=O)CCC(=O)N(O)CCCCCNC(=O)CCC(=O)N(O)CCCCCN	101&99	0.1&-0.2
O=C(CSc1nncn1-c1ccccc1)CSc1nncn1-c1ccccc1	104	0.1
Cc1noc(C)c1-c1nnc(-c2cccc(C(F)(F)F)c2)o1	100	-0.9
CC1(C)CC(=O)C2=C(C1)Nc1ncnn1C2c1ccccc1 (configuration not stated)	101	0
CCc1ccccc1NS(=O)(=O)c1ccc2[nH]cc(C(=O)NC3CCCC3)c(=O)c2c1	107	-0.7
Nc1c(C(=O)NC2CC2)c2nc3ccccc3nc2n1Cc1ccccc1	119	2.1
Cn1nc(C(=O)Nc2cc(C(F)(F)F)ccc2N2CCOCC2)c2ccccc2c1=O	105	0.3
Cc1cccc(N=Cc2cccc(O)c2)c1	98	-0.2
CCC1(C)CC(=O)c2c(ccc3oc(C(=O)O)c(C)c23)O1 (configuration not stated)	102	0.1
CCCn1c(N)c(C(=O)CSc2ncn[nH]2)c(=O)n(C)c1=O	105	0.2
CCC(C)NC(=O)Cn1c(=O)n(-c2ccc(C)c(C)c2)c(=O)c2c(C)c(C(=O)N(CC)CC)sc21 (configuration not stated)	104	-0.4
O=S(=O)(c1cccc(-c2nnc(SCc3cn4ccsc4n3)n2-c2ccccc2)c1)N1CCCC1	98	-0.3
CCc1ccc(NC(=O)Cn2c(=O)n(C3CCCCC3)c(=O)c3cccnc32)cc1	105	1.3
Cc1ccc2oc(=O)c3cnn(CC(=O)Nc4cc(C)on4)c3c2c1	93	-1.1
O=C(c1ccc(Cl)c(Cl)c1)c1nn2c(nc(=O)c3ccccc32)s1	98	-1.1
O=C(NCCN1CCOCC1)c1c(O)nc2ccccn2c1=O	103	1.3

Complete entries, looked up by structure. Order of screens: Polio RdRp inh, Polio RdRp inh FP z-score
Results for `Nc1c(C(=O)NC2CC2)c2nc3ccccc3nc2n1Cc1ccccc1` → 119, 2.1
Results for `COc1ccc(CCNC(=O)CCn2c(=O)c3cccn3c3cccnc32)c(OC)c1` → 102, 0.2

(list continues)
structure	Polio RdRp inh	Polio RdRp inh FP z-score
COc1ccc(C2c3c(oc4ccc(C)cc4c3=O)C(=O)N2CCCN2CCOCC2)cc1OC (configuration not stated)	104	0.2
Cc1ccc2c(c1)=C(c1sc(N)nc1O)C(=O)N=2	99	-0.2
CC(C)CC(C(=O)c1ccccc1)c1ccccc1 (configuration not stated)	101	-0.4
Cn1c(=O)n(-c2ccc(F)c(Cl)c2)c(=O)c2sc3ccccc3c21	99	-1.6
Cc1ccc(NC(=O)c2sc3nc4n(c(=O)c3c2C)CCCCC4)c(Br)c1	108	0.3
CC(Sc1nnc(N)s1)C(=O)NCCC1=CCCCC1 (configuration not stated)	102	0.1
CCOC(=O)c1sc2nc(CN3CCCCC3)nc(N3CCCC3)c2c1C	101	-0.2
CS(=O)(=O)N(CC(N)=O)C1CCCCC1	103	0.8
Cc1cccc(OC(=O)c2cc(-c3ccc(C)c(C)c3)on2)c1	107	0
COc1ccc(-n2nc3c(N4CCCC(C(=O)NCCc5ccc(C)cc5)C4)nnc(C)c3c2C)cc1 (configuration not stated)	105	-0.2
CCOC(=O)c1c(NC(=O)c2ccn(CC)n2)sc2c1CCC2	103	0.4
COc1cc(OC)nc(NCC(NC(=O)c2ccccc2)C(N)=O)n1 (configuration not stated)	100	-0.4
CCOc1ccc(Sc2cc(C(=O)NCCCOC)c3ccccc3n2)cc1	108	-0.6
O=C(CN1C(=O)CCC1=O)NC(=S)Nc1cccc(-c2nc3ccccc3o2)c1	99	-0.9
CCN1C(=O)C(Cc2nc3ccccc3c(=O)n2C)c2cc(C)ccc21 (configuration not stated)	105	0.4
Cc1[nH]c(=S)[nH]c(=O)c1Oc1ccccc1	99	-1.2
Cc1ccc2ccc(C3C(=O)c4cccnc4C3=O)nc2c1 (configuration not stated)	103	0.1
O=C(O)CN1C(=O)S/C(=C\c2ccccc2)C1=O	102	0.2
C=C(C)CC1C=CCC(CC(=C)C)N1 (configuration not stated)	100	-0.4
COC(=O)c1ccccc1NC(=O)CCCN1C(=O)C(c2ccccc2)Oc2cccnc21 (configuration not stated)	105	-0.4
O=c1oc2cc(O)ccc2c(-c2ccccc2)c1-c1ccccc1	102	-0.3
N=c1nc(N)nc2n1NC(c1ccc(F)cc1)=CS2	102	0.2
COCC(C)n1c(COc2ccccc2F)nnc1SCC(C)C (configuration not stated)	107	0.6
CCOC(=O)c1cc2n(n1)C(C(F)(F)C(F)(F)F)CC(C)N2 (configuration not stated)	101	-0.1
CN(C)C(=O)c1ccc(N(C)S(=O)(=O)c2ccccc2)cc1	99	-0.9

Given with values under each structure: entries from further up.
Order of values: Polio RdRp inh	Polio RdRp inh FP z-score
Cc1noc(C)c1-c1nnc(-c2cccc(C(F)(F)F)c2)o1
→ 100	-0.9
COc1ccc(-c2cc(C(C)=O)c(C)n2CCC(=O)Nc2cccc(C)c2C)cc1
→ 106	0.2
COC(=O)c1ccccc1NC(=O)CCCN1C(=O)C(c2ccccc2)Oc2cccnc21 (configuration not stated)
→ 105	-0.4
Cc1ccc2oc(=O)c3cnn(CC(=O)Nc4cc(C)on4)c3c2c1
→ 93	-1.1

Later entries
structure	Polio RdRp inh	Polio RdRp inh FP z-score
CCOC(=O)c1c(C)n(-c2ccc(OC)cc2)c2ccc(OC)cc12	103	0.3
O=C(Nc1ccc2nc(SCC(=O)N3CCc4ccccc43)sc2c1)c1ccccc1Cl	105	0.2
COc1ccc(CCNC(=O)c2cc3c(-c4ccc(OC)c(OC)c4)nn(C)c3s2)cc1OC	107	0.6
COc1ccc(-c2nc(CN3C(=O)CN=C(c4ccccc4)c4cc(Cl)ccc43)c(C)o2)cc1	107	0
CCN1c2ccccc2-c2nc(SCC(=O)NCc3ccc(C)cc3)ncc2S1(=O)=O	110	0.3
CC(C)c1ccccc1NC(=O)CC(C)(C)C	101	-0.5
O=C(Nc1cc(Cl)cc(Cl)c1)c1ccc(F)c(S(=O)(=O)N2CCCC2)c1	101	-1.3
COc1cc(CN(C(=O)c2ccc(C)cc2)c2ccccn2)cc(OC)c1OC	108	0.1
O=C(NCc1ccc2c(c1)OCO2)C1CCN(c2ncccn2)CC1	103	0.5
CC(=O)N1CCc2cc(Br)cc(S(=O)(=O)NCCc3ccc(Cl)cc3)c21	108	0.6
COC(=O)C1=C(C)NC(C)=C(C(=O)OC)C1c1cn(-c2ccccc2)nc1-c1ccco1	101	0
O=c1[nH]c(Nc2nc3ccccc3o2)nc2c1CCCC2	97	-0.9
CCOc1ccc(/C=C/c2nc(C#N)c(NC(C)c3ccccc3)o2)cc1 (configuration not stated)	112	0.8
CCS(=O)(=O)Nc1cccc(C(=O)CC2(O)C(=O)Nc3ccccc32)c1 (configuration not stated)	102	0
O=C(Nc1nc2ccccc2[nH]1)C1CC(=O)N(Cc2ccccc2)C1 (configuration not stated)	103	0
COc1cccc(N2CC(NC(=O)c3cc(Cl)ccc3OC)CC2=O)c1 (configuration not stated)	104	-0.6
c1ccc(CC2=NNC(Cc3ccccc3)=NN2)cc1	100	-0.3
CCOC(=O)c1ccc(NC(=O)c2cccc3c2C(=O)N(Cc2cccnc2)C3)cc1	101	-0.5
COc1cc(Cl)c(C)cc1NC(=O)c1ccc(CN2C(=O)CCn3nc(C)cc32)cc1	106	-0.4
NC(=O)N/N=C/c1ccc(OC(=O)c2ccco2)cc1	100	0.1
CC(C)C1C(=O)Nc2ccc(S(=O)(=O)NCc3ccc(Cl)cc3)cc21 (configuration not stated)	103	-0.6
c1ccc2cc(Cn3ccnc3)ccc2c1	101	-0.3
COc1ccc(-c2nc3sc(CCNC(=O)C(=O)Nc4cc(C)cc(C)c4)c(C)n3n2)cc1	107	0.2
CCc1ccccc1NC(=O)C1CCCN(C(=O)c2cnn(-c3ccccc3)c2-n2cccc2)C1 (configuration not stated)	107	-0.2
COc1cc(/C=N/NC(=S)NCC2CCCO2)ccc1OC(=O)c1ccco1 (configuration not stated)	101	-0.1

(listing goes on)
structure	Polio RdRp inh	Polio RdRp inh FP z-score
C[C@@H]1CCC[C@H](C)N1	99	-0.1
CCC(C(=O)NCc1ccccc1)n1nc(C)c2sc3ccccc3c2c1=O (configuration not stated)	114	0.4
CC1=Nc2nc(N3CC(C)OC(C)C3)c(C#N)c3c4c(nc(c23)N1)N(c1ccccc1)C(=O)C4 (configuration not stated)	87	-1.6
CCOc1ccc(C2c3[nH]c4ccccc4c3CCN2C(=O)CCC2CCCC2)cc1 (configuration not stated)	110	0.7
CS(=O)(=O)NCc1cccc2ccccc12	104	0.1
N#Cc1c(N)ccn(Cc2ccccc2)c1=O	98	-0.5
COc1ccc(N2CCN(C(=O)c3ccc(CS(=O)c4ccccc4)o3)CC2)cc1 (configuration not stated)	100	-0.6
COC(=O)c1cc(S(=O)(=O)NC(C)(C)C)cn1C	105	1

6 entries already listed, sorted by heavy-atom count, ascending.
structure	Polio RdRp inh	Polio RdRp inh FP z-score
C[C@@H]1CCC[C@H](C)N1	99	-0.1
CS(=O)(=O)NCc1cccc2ccccc12	104	0.1
COC(=O)c1cc(S(=O)(=O)NC(C)(C)C)cn1C	105	1
CCC(C(=O)NCc1ccccc1)n1nc(C)c2sc3ccccc3c2c1=O (configuration not stated)	114	0.4
CCOc1ccc(C2c3[nH]c4ccccc4c3CCN2C(=O)CCC2CCCC2)cc1 (configuration not stated)	110	0.7
CC1=Nc2nc(N3CC(C)OC(C)C3)c(C#N)c3c4c(nc(c23)N1)N(c1ccccc1)C(=O)C4 (configuration not stated)	87	-1.6
